DT40 TDP1 no CPT: qHTS for Inhibitors of human tyrosyl-DNA phosphodiesterase 1 (TDP1): qHTS in cells in absence of CPT; DT40 Tdp1-/- hTDP1 cells, no CPT, ATP luminescence, 48 h; Potency, µM (series often up to 46.2 µM), without a hit: top-dose activity change, negative = growth inhibition, usual class: inhibitors; hit rate 15% among 420,000; active = well fitted inhibition curve with a large enough effect; inconclusive = small, poorly fitted or top-dose-only effect; also: nearly all actives have a fitted effect of over 55% in size
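Chicken DT40 Tdp1-/- cells complemented with human TDP1, screened without camptothecin (DMSO vehicle only), 400 cells/well. Compounds pin-transferred, cells incubated at 37 °C for at least 48 hr. Growth read as ATP-dependent luminescence (CellTiter-Glo, 30 min at RT).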
An asterisk follows results filed as active; ? = inconclusive; & = joins results of further samples. % is scaled to controls: 0 for no effect and ±100 for the full control effect; potency is read from the fitted curve at half-maximal effect. A portion of the library, so the mix of outcomes need not match the whole.

SMILES | DT40 TDP1 no CPT
C#CCOCCOCCOCCNc1nc(N2CCN(C(=O)[C@H]([C@@H](C)CC)n3cc(CCC(=O)O)nn3)CC2)nc(N2CCN(C(=O)[C@H](CCCCN)n3cc(CC(C)O)nn3)CC2)n1 (some centres undefined) | -1.3%
CCC(C(=O)NC(C)(C)C)n1c(-c2ccccc2)nc2ccccc21 (centres undefined) | 18.4µM*
CCN(CC)c1ncnc2c1ncn2[C@H]1CN(Cc2ccccc2)C[C@@H](COC(C)=O)O1 | -21.5%
Cc1nn(-c2ccccc2)c(C)c1/C=N/NC(=O)c1ccc(F)cc1 | -19.9%
CC(O)(c1cccnc1)c1nc(-c2cccc(C(F)(F)F)c2)cs1 (centres undefined) | 14.6µM*
CCCCc1cc2c(=O)c(C(=O)OC)c[nH]c2cc1OCc1ccccc1 | 0.7%
CC1CCCC(C)N1C(=O)COC(=O)c1ccccc1C(=O)c1ccccc1 (centres undefined) | ?
O=C(Nc1ccc2c(c1)OCCO2)C(CCc1ccccc1)N1CCC(Cc2ccccc2)CC1 (centres undefined) | 16.4µM*
Cc1ccncc1CNC(=O)c1ccccc1 | -4.5%
CC(=O)NC(c1ccccc1)c1nc(-c2csc3ccccc23)cs1 (centres undefined) | ?
O[C@@H]1CN(CC2CCCCC2)[C@@H](c2ccc(Cl)cc2)C[C@H]1n1cc(C2CC2)nn1 | 23.1µM*
CCc1nc2ccc(C(=O)Nc3cccc(OCC(=O)N(C)C)c3)cn2c1N(CC)CCN(C)C | 9.0%
O=C(CC[C@H]1O[C@@H](n2ccc(=O)[nH]c2=O)[C@H](O)[C@@H]1O)N1CCN(c2ccccn2)CC1 | 5.5%
COc1ccc2c(c1OC)OCC2C (centres undefined) | 18.4µM*
O=C(O)C[C@H]1c2ccc(C(F)(F)F)cc2S(=O)(=O)N1C1CCCCC1 | -8.9%&-18.9%
CCN1C(=O)c2cccc3c(S(=O)(=O)N(C)C)ccc1c23 | ?
CCOC(=O)C(Cc1ccnc2ccccc12)=NO | ?
COc1ccccc1CNc1ncnc2sc(C(=O)N3CCN(C)CC3)c(C)c12 | -16.3%
Nc1ccn([C@@H]2O[C@H](CNCc3ccc(Oc4cc(-n5cccn5)ncn4)cc3)[C@@H](O)[C@H]2O)c(=O)n1 | 3.1%
Cc1cccc(C)c1NC(=O)C1(C)CSCC(=O)N1CCOc1ccccc1 (centres undefined) | -25.5%
O=C(c1cccs1)N1C[C@@H](n2cc(-c3ccc(F)cc3)nn2)[C@H](O)C[C@@H]1c1ccccc1 | 20.6µM*
O=C(OCc1cn([C@H]2C[C@H](c3ccc(Cl)cc3)N(C(=O)C3CCCCC3)C[C@@H]2O)nn1)c1ccccc1 | 18.6%
CCOc1nc(OCC)c2[nH]c(C(=O)O)c(Br)c2n1 | -2.0%
COc1ccc(C(=O)C(OP(=O)(OC)OC)c2ccccc2OC)cc1 (centres undefined) | ?
COc1ccc(CCN2CC(C(=O)OCc3ccccc3Cl)CC2=O)cc1OC (centres undefined) | -28.9%
CC(=O)Nc1ncc(Sc2ccc([N+](=O)[O-])cc2)s1 | 7.5%
O=C(Nc1nnc([C@H]2C[C@H](O)[C@@H](CO)O2)s1)c1cccc(C(F)(F)F)c1 | -2.9%
CN(C)CCCNc1nc2cc(-c3ccccc3CO)sc2c(=O)n1C | -1.7%
COC1=NC2=NCCN2C(OC)=N1 | -14.0%
O=C1NC[C@H](CCCCN2CCN(CCC3CCCCC3)C(=O)C2=O)N(CCC2CCCCC2)C1=O | 0.0%
COc1ccc2c(c1)-c1nc(-n3ncc(C(=O)N(C)CCO)c3C3CC3)ncc1CC2 | -22.0%
Fc1ccc(-c2nc3ccc(Cl)cn3c2Cc2ccccc2C(F)(F)F)cc1 | ?
Cc1ccc(CN2C(=O)COc3cc(NS(C)(=O)=O)ccc32)cc1 | -22.4%
Cc1ccc(Cc2c(-c3cccc(Br)c3)nc3ccc(Cl)cn23)cc1 | 18.4µM*
O=C(CS(=O)(=O)c1cn(CC(=O)N2CCOCC2)c2ccccc12)NCc1ccccc1 | -11.4%
Cc1ccc(S(=O)(=O)N2CCN(c3nc(-c4cccs4)nc(C)c3C)CC2)cc1 | 8.3%
COc1ccc(-c2nc3ccc(NC(C)=O)cc3c(=O)n2Cc2ccccc2)cc1COc1ccc(NC(C)=O)cc1 | 11.2µM*
CCc1ccc(NC(=O)CN2CCN(c3ccc(OC)cc3)CC2)cc1 | -15.4%
Cc1ccc(C(=O)Nc2cccc(-c3nc(CNC(=O)c4cccc(C)c4C)c(C)o3)c2)s1 | 20.6µM*
Cc1cc(CNC(=O)c2cnn(-c3ncc4c(n3)-c3ccccc3CC4)c2C2CC2)on1 | ?

Another view of part of the listing above:
CCOc1nc(OCC)c2[nH]c(C(=O)O)c(Br)c2n1
  DT40 TDP1 no CPT: -2.0%
COc1ccc(C(=O)C(OP(=O)(OC)OC)c2ccccc2OC)cc1 (centres undefined)
  DT40 TDP1 no CPT: ?
COc1ccc(CCN2CC(C(=O)OCc3ccccc3Cl)CC2=O)cc1OC (centres undefined)
  DT40 TDP1 no CPT: -28.9%
CC(=O)Nc1ncc(Sc2ccc([N+](=O)[O-])cc2)s1
  DT40 TDP1 no CPT: 7.5%

Continued.
SMILES | DT40 TDP1 no CPT
CCC(C(=O)NC1CCCC1)n1c(-c2ccnc3ccccc23)nc2ccccc21 (centres undefined) | ?
C[C@@H]1CN([C@@H](C)CO)C(=O)c2cc(NS(C)(=O)=O)ccc2O[C@@H](C)CCCCO[C@H]1CN(C)Cc1ccc2c(c1)OCO2 | ?
O=C(C[C@H]1CC[C@@H](NC(=O)c2ccncc2)[C@@H](CO)O1)NCC1CC1 | -2.0%
Fc1ccc(-c2ccc3c(c2)C2CC3CCN2Cc2ccc3c(c2)OCO3)cc1 (centres undefined) | 16.4µM*
CC(=O)C[C@H]1c2ccccc2S(=O)(=O)N1C1CCCCC1 | ?
C=C1CC(COc2cc(=O)oc3ccccc23)(c2ccccc2)OC1=O (centres undefined) | 1.64µM*
O=C(c1ccco1)N1CCN(C(c2coc3ccc(Cl)cc3c2=O)c2nnnn2C2CCCC2)CC1 (centres undefined) | ?
CN(NS(=O)(=O)c1ccc([N+](=O)[O-])cc1)c1ccccc1 | -6.2%
CC(C)CC(=O)Nc1ccnn1C1CCN(C(=O)c2ccccc2F)CC1 | -2.5%
Cc1cc2oc3ccc(NCCCN4CCOCC4)cc3c(=O)c2cc1C | 13µM*
O=C1C(=O)c2ccccc2C(O)=C1CC=C(Cl)Cl | ?
CC1(C(=O)NCCc2c[nH]c3ccccc23)CCN1Cc1ccccc1OC(F)F (centres undefined) | ?
CCCCn1cnc2c(SCc3ccccc3Cl)nc(N)nc21 | ?
Cc1cc(C)nc(Nc2nc(C(N)Cc3ccc(Cl)cc3)cs2)n1 (centres undefined) | 18.4µM*
COCc1c(C(=O)NC2CCCCCC2)cnn1-c1nccc(-c2cc(C)sc2C)n1 | ?
Cc1ccc(N2CC(C(=O)OCC(=O)Nc3c(C)cccc3C)CC2=O)cc1 (centres undefined) | -5.4%
CC1(C(=O)NS(=O)(=O)c2ccc(Br)cc2)CCN1C(=O)CCc1cccs1 (centres undefined) | -2.1%
COc1ccccc1-c1cnc(C(O)c2ccc(C)cc2C)[nH]1 (centres undefined) | ?
COc1ccc(N2C(c3ccsc3)=Cc3cc4c(cc3C2c2c[nH]c3ccccc23)OCO4)cc1 (centres undefined) | 23.1µM*
O=C(NCCN1CCC(n2c(=O)[nH]c3ccccc32)CC1)c1ccccc1C(F)(F)F | ?
Cc1ccc(S(=O)(=O)N2CCN(C(=O)CN(Cc3ccco3)Cc3cccs3)CC2)cc1 | -19.4%
COc1cc(OC)c(OC)cc1/C=C/c1nc2ccccc2o1 | 12.6µM*
Cc1ccc(-n2sc3cc(F)ccc3c2=O)c(C)c1 | 2.31µM*
CCCCC[C@@H](C)N1C[C@H](COCc2ccccc2)Oc2cc(N3CC[C@H](O)C3)ccc2S1(=O)=O | ?
Nc1ccc2c(c1)C1(CCC2)NC(=O)NC1=O (centres undefined) | 0.5%
Cc1cnc(SCC2CCCO2)nc1C1CCCN(Cc2nc(-c3ccccc3)cs2)C1 (centres undefined) | ?
O=C1C(O)=CC(=C(c2ccccc2)c2ccccc2)c2ccccc21 | ?
O=C(Nc1ccc(NC(=O)c2ccccc2)c2ccccc12)c1ccccc1 | -6.7%
O=C1N(Cc2ccccc2)c2ccc(Br)cc2[C@]12C[C@H](O)CO2 | ?
O=C(Nc1ccc2ccccc2c1[N+](=O)[O-])c1ccccc1 | ?
CC(NC(=O)C(c1ccccc1)c1ccccc1)c1ccccc1 (centres undefined) | -0.2%
C[C@@H]1CN([C@H](C)CO)C(=O)CCCn2nncc2CO[C@H]1CN(C)C(=O)Nc1ccc(N2CCCCC2)cc1 | -22.6%
O=C1NC[C@@H](CCCCN2C[C@H](Cc3ccccc3)N(Cc3ccccc3)C(=O)C2=O)N(Cc2ccccc2)C1=O | -7.0%
CC(O)(c1ccc(F)c(F)c1)c1nc(/C=C/c2ccccc2)cs1 (centres undefined) | ?
Cc1cccc(C)c1NC(=O)C(c1ccc(-c2ccccc2)cc1)n1c(=O)c(-c2ccco2)nc2ccccc21 (centres undefined) | ?
CCOC(=O)N1CCN(C(=O)C[C@@H]2C[C@@]3(C(=O)OCC)CCC=C3N(Cc3ccc4c(c3)OCO4)C2=O)CC1 | ?
Cc1ccc(S(=O)(=O)N2C[C@H]3n4c(=O)ccc(=O)n4C[C@H](OC(=O)NCC4CCCCC4)[C@@]3(O)C2)cc1 | 3.66µM*
CC(C)(C)NC1=NCCNC(c2ccccc2)=C1 | ?
CCC(C(=O)NC(C)(C)C)n1c(-c2ccc3c(c2)OCO3)nc2ccccc21 (centres undefined) | ?
Cc1noc(C)c1NC(=O)N(C)C[C@@H]1Oc2cc(Br)ccc2S(=O)(=O)N([C@H](C)CO)C[C@@H]1C | -0.2%
O=C(Nc1cccc(OC(F)(F)F)c1)C1Cc2c(-c3cccc(F)c3)ccnc2O1 (centres undefined) | ?
COc1ccc(CC(=O)Nc2nc(OCC(F)(F)F)cnc2-c2ccc(Cl)cc2Cl)cc1 | ?
CCc1ccc([C@H]2[C@@H]3C(=O)C[C@@H]4C(=O)N(c5ccccc5)C(=O)[C@@H]4[C@@H]3CN2S(=O)(=O)c2ccc(C)cc2)cc1 | -0.7%
CCn1c(SCc2c(Cl)cccc2Cl)nc2nc3c(cc2c1=O)CCCC3 | ?
O=S(=O)(NC1CCCC1)c1ccc(F)cc1F | -5.7%
CCN1C(=O)[C@H]2[C@@H](c3ccc(OC)cc3)N[C@]3(CCCN(CCC(C)C)C3=O)[C@H]2C1=O | -27.8%
CN(C)CCCNc1nc2cc(-c3ccc(C(=O)N4CCN(C)CC4)cc3)sc2c(=O)n1C | ?
Cc1cccc(C(=O)N2CCOc3ccc(CN(C)Cc4cc(C5CC5)n[nH]4)cc3C2)n1 | -16.8%
CCCCN(C(=O)c1ccccc1Br)C(c1ccc(OC)cc1)c1nc2ccccc2[nH]1 (centres undefined) | ?
CN1C(=O)C(c2cn(C)c3ccccc23)(c2cn(C)c3ccccc23)c2cc(F)ccc21 | ?
COc1ccccc1CNC(=O)C1(C)CCN1Cc1ccc(OC(F)(F)F)cc1 (centres undefined) | ?
CN(C)c1ccc(C(=C2c3ccccc3-c3ccccc32)c2ccc(N(C)C)cc2)cc1 | 1.3%
COCC(=O)Nc1cc(C(=O)N2CCc3sccc3C2)c2c(c1)nc(-c1ccncc1)n2C | -0.8%
O=C1C2C3C=CC(O3)C2C(=O)N1N=Cc1cccc2ccccc12 (centres undefined) | 0.9%
CS(=O)(=O)Nc1ccc2c(c1)[C@H]1C[C@H](CC(=O)NCc3cccc(F)c3)O[C@@H](CO)[C@H]1O2 | -27.0%
Cc1cccc(C(=O)N2[C@@H](C(C)C)COc3cc(Br)ccc3S2(=O)=O)c1 | ?
Cc1cccc(C)c1NC(=O)C(c1ccccc1)N(C)CCc1ccccc1 (centres undefined) | 18.4µM*
CCOC(=O)N(C)c1c(CC)nc2c(OCc3ccc(Cl)cc3)cccn12 | 14.6µM*
Clc1ccccc1CSc1cnnc2ccccc12 | ?
CC(C)(C)n1nnnc1C(c1ccccc1OC(F)(F)F)N1CCN(C/C=C/c2ccccc2)CC1 (centres undefined) | 14.6µM*
(more compounds)
SMILES | DT40 TDP1 no CPT
CCCCCCN1C[C@@H](O)[C@H](n2cc(C3CC3)nn2)C[C@@H]1c1ccc(Cl)cc1 | ?
Clc1ccc2nc3ccccc3cc2c1 | -29.0%
Cc1cc(NC(=O)COc2ccc3c(C)c(C)c(=O)oc3c2)no1 | 7.9%
COC(=O)[C@@H]1CCCN1C(=O)c1cnn(-c2nccc(-c3cc(C)sc3C)n2)c1C1CC1 | ?
CC(C)=CCC[C@H](C)CC1Cc2[nH]c(=S)[nH]c(=O)c2C(c2ccc(Cl)cc2)O1 (some centres undefined) | ?
CCOCCC(=O)Nc1ncc(S(=O)(=O)c2ccc([N+](=O)[O-])cc2)s1 | -14.3%
COc1ccc(C(=O)Nc2ccccc2CCC2CCCCN2C)cc1 (centres undefined) | -29.8%

Six entries from above, as a markdown table:
| molecule | DT40 TDP1 no CPT |
| --- | --- |
| CCCCCCN1C[C@@H](O)[C@H](n2cc(C3CC3)nn2)C[C@@H]1c1ccc(Cl)cc1 | ? |
| Clc1ccc2nc3ccccc3cc2c1 | -29.0% |
| Cc1cc(NC(=O)COc2ccc3c(C)c(C)c(=O)oc3c2)no1 | 7.9% |
| COC(=O)[C@@H]1CCCN1C(=O)c1cnn(-c2nccc(-c3cc(C)sc3C)n2)c1C1CC1 | ? |
| CC(C)=CCC[C@H](C)CC1Cc2[nH]c(=S)[nH]c(=O)c2C(c2ccc(Cl)cc2)O1 (some centres undefined) | ? |
| CCOCCC(=O)Nc1ncc(S(=O)(=O)c2ccc([N+](=O)[O-])cc2)s1 | -14.3% |
